Screens (PubChem)
Eya2 inh: qHTS Assay for Inhibitors of the Phosphatase Activity of Eya2; Protein phosphatase EYA2 (Homo sapiens), O00167; recombinant Eya2, OMFP fluorescence dephosphorylation (OMFP is methylfluorescein phosphate); Potency, µM (series often up to 76.9 µM), for inactives: at the top dose activity, negative = inhibition, usual class: inhibitors; actives 0.006% (n = 330,000); AID 488837, 2010; further: potency means the concentration at half of the fitted maximal effect; on the % scale 0 is the no-effect control and ±100 the full control effect
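Eya2 (0.2 uM) preincubated 10 min at ambient with compound, then OMFP substrate added at 50 uM; 10 min reaction in 50 mM HEPES pH 7.5, 50 mM NaCl, 5 uM MgCl2, 0.05% BSA, 1 mM DTT. Fluorescence read at Ex 485/Em 525 nm.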
TRPV1 agonist: HTS Assay for Compounds that Act as Agonists of the Vanilloid Receptor 1; Transient receptor potential cation channel subfamily V member 1 (Homo sapiens), Q8NER1; TRPV1-expressing cells, Fluo-8 calcium influx, agonist mode; activation, % at 8.33 µM; actives 0.19% (n = 320,000); in the data active means activation above about 80%; inconclusive means between about 30% and that limit; further: 0% is about no effect
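Fluo-8 calcium influx in TRPV1-expressing cells, kinetic read (ex 480/em 520 nm). Compound added and read 3 min for agonist activity, followed by capsaicin at EC20 final and 2 min further read for enhancement.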
p53 reactivation: qHTS assay for re-activators of p53 using a Luc reporter | H1299 p53-A138V BP100-luciferase reporter, luminescence, 24 h | Potency, µM (doses to about 92.2 µM), without a hit: top-dose activity change, positive = activation, most hits filed as activators | actives 0.063% (n = 320,000) | AID 504706, 2011; further: potency means the concentration at half of the fitted maximal effect; % of control where 0% means no effect; nearly all actives have a fitted effect of over 45% in size
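p53-null H1299 cells stably carrying temperature-sensitive p53-A138V and a BP100-luciferase reporter were pinned with compounds (4-point, 1:5 series) and held 24 hrs at 37 deg C. Luminescence was read 10 min after detection reagent.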
B2AR arrestin: qHTS assay of beta-arrestin-biased ligands of beta2-adrenergic receptor | Beta-2 adrenergic receptor (Homo sapiens), P07550 | AID 492947, 2010 | beta-arrestin recruitment to beta2AR, cell-based reporter | Potency, µM (highest dose often 46.1 µM), without a hit: top-dose activation, usual class: activators | actives 0.02% (n = 330,000);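 further: potency means the concentration at half of the fitted maximal effect; 0% = DMSO controls and full agonism = EC100 isoproterenol or metaproterenol; nearly all actives have a fitted effect of over 65% in size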
ELG1 genotox: qHTS screen for small molecules that induce genotoxicity in human embryonic kidney (HEK293T) cells expressing luciferase-tagged ELG1; AID 504466, 2011; actives 1.3% (n = 330,000); HEK293T ELG1-luciferase reporter, luminescence, 16 h; Potency, µM (titrated, usually from 46 µM), for inactives: at the top dose activity change, positive = activation, usual class: activators; further: potency means the concentration at half of the fitted maximal effect; % of control where 0% means no effect; nearly all actives have a fitted effect of over 60% in size
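After overnight (16 hr) compound treatment at 37 °C, ELG1-luciferase HEK293T cells were lysed with ONE-Glo; luminescence quantified 30 min later at room temperature.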
ASM inhibitor: Inhibitors of Secretory Acid Sphingomyelinase (S-ASM): qHTS. placental ASM, HMU-PC fluorogenic substrate, 60 min. Potency, µM (top dose mostly 57.5 µM), inactives show at the highest dose activity change, negative = inhibition, hits mostly inhibitors. actives 0.006% (n = 340,000). AID 504937, 2011; further: potency means the concentration at half of the fitted maximal effect
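Steps: dispense placental human ASM, pin compound, wait 10 min at room temperature, add HMU-PC0 substrate at 9 uM final, incubate 60 min at 37 °C, add stop solution raising pH to 10, read fluorescence.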
USP2a block: qHTS Assay for Inhibitors of Ubiquitin-specific Protease USP2a Using CHOP2 as the Reporter | Ubiquitin carboxyl-terminal hydrolase 2 (Homo sapiens), O75604 | USP2 core, Ub-CHOP2 coupled fluorogenic reporter, 485/531 | Potency, µM (highest dose often 38.3 µM), for the others: at the top dose activity change, negative = inhibition, actives largely listed as inhibitors | actives 0.01% (n = 330,000);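 further: potency means the concentration at half of the fitted maximal effect; plate controls were DMSO wells for no effect and full inhibition by NEM control for full effect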
Target sequence (O75604 whole entry, looked up): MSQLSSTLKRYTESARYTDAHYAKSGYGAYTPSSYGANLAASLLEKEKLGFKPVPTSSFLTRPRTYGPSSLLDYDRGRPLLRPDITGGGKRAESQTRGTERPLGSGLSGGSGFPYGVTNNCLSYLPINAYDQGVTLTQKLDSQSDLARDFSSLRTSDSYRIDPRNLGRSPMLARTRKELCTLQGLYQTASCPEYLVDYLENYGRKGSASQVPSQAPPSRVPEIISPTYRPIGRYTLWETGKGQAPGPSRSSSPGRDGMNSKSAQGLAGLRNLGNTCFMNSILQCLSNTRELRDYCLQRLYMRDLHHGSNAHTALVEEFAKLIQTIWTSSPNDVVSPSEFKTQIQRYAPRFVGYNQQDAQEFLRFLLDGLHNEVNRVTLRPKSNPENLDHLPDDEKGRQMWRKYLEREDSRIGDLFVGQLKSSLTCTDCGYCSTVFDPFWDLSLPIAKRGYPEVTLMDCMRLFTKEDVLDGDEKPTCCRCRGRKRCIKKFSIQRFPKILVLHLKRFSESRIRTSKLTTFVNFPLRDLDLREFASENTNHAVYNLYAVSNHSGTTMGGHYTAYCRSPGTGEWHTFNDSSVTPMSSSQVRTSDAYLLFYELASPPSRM
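Cell-free coupled assay: 10nM USP2 core preincubated 30min RT with compound in Tris-HCl pH 8.0/CaCl2/CHAPS buffer, then 25nM Ub-CHOP2 and 25nM reporter substrate; fluorescence (Ex 485/Em 531) read after 60min RT, normalized to NEM inhibition, concentration-response curves fitted.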
uPA surface inh: qHTS for Inhibitors of Cell Surface uPA Generation; cell surface uPA generation assay, qHTS; Potency, µM (titrated, usually from 38.3 µM), without a hit: at the top dose activity change, negative = inhibition, most hits filed as inhibitors; actives 0.31% (n = 330,000); AID 540303, 2011; active means well fitted inhibition curve with a large enough effect; inconclusive means small, poorly fitted or top-dose-only effect; inactive means no such curve, though single readings can be large or run the other way; tested in mouse RAW 264.7 cells; further: potency means the concentration at half of the fitted maximal effect; on the % scale 0 is the no-effect control and ±100 the full control effect; nearly all actives have a fitted effect of over 55% in size
BRCA1 expr up: qHTS Assay to Identify Small Molecule Activators of BRCA1 Expression; MCF7-BRCA1-FFLuc reporter, luminescence, 48 h; response scale: scaled: vehicle 0%, 10 µM genistein 100%; Potency, µM (titrated, usually from 46.1 µM), for the others: at the highest dose activation, usual class: activators; actives 1.1% (n = 380,000); AID 624202, 2012; further: potency means the concentration at half of the fitted maximal effect; nearly all actives have a fitted effect of over 80% in size; some results filed as inactive show a strong effect at the top dose
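First, MCF7-BRCA1-FFLuc cells (2000/well) attach for 2 h; next, compounds are pin-added and incubated 48 h at 37 °C; finally, luciferase reagent is added and luminescence read after 15 min.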
Integrin act MD: qHTS for Activators of Integrin-Mediated Alleviation for Muscular Dystrophy; Potency, µM (doses to about 38.3 µM), inactives show top-dose activation, usual class: activators; AID 624291, 2012; alpha7betagal myoblasts, beta-gal FDG fluorescence, 48 h; actives 0.064% (n = 350,000);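 further: potency means the concentration at half of the fitted maximal effect; 100% = response of the positive control SU9516; nearly all actives have a fitted effect of over 60% in size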
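alpha7betagal+/- myoblasts (passage 13, 250/well) treated 48 h at 37C with compounds at 1:260 dilution of DMSO stock. Lysed, then beta-galactosidase activity read as FDG fluorescence (ex 480/em 540) after 30 min, with pre-read for autofluorescence.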
TSG101-PTAP inh: qHTS Assay for Iinhibitors of HIV-1 Budding by Blocking the Interaction of PTAP/TSG101; 340,000 tested, under 10 active; Fluorescence polarization, FITC-PTAP peptide / Tsg101 binding; Potency, µM (top dose mostly 115 µM), for the others: at the highest dose activity change, negative = inhibition, hits mostly inhibitors; active means well fitted inhibition curve with a large enough effect in the main read-out, with a control signal flat, not every such curve was filed as active; inconclusive means small, poorly fitted or top-dose-only effect, or effect the other way, or a change in a side signal; inactive means no such curve, though single readings can be large or run the other way; further: potency means the concentration at half of the fitted maximal effect; % of control where 0% means no effect
Target sequence (Q99816 whole entry, looked up): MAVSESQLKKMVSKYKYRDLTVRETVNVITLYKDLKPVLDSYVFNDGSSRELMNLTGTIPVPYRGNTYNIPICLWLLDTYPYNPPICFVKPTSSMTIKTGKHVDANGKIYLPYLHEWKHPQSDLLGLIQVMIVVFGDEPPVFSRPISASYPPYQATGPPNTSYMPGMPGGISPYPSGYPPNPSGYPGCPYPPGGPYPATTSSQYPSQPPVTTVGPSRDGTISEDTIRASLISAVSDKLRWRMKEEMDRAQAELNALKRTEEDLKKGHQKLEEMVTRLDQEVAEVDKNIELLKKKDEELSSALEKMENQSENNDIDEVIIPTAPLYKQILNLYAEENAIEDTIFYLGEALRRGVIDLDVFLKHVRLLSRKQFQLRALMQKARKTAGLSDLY
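Tsg101 binding domain (10 uM final) was mixed with compound and a FITC-labeled PTAP peptide (50 nM final) in HEPES pH 7.5 buffer with NaCl, Tween 20, EDTA and TCEP; fluorescence polarization was read after 20 min at r.t.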
* hit, by the source's call; ? = inconclusive; / = no result given; [ ] = another dose, or the depositor's remark. Unless noted, the call rests on the fitted dose curve; in most records, active means well fitted curve in the direction sought with a large enough effect; inconclusive means small, poorly fitted or top-dose-only effect, or another doubt; inactive means no such curve, though single readings can be large; an effect the other way counts as inactive or inconclusive. Rows were taken by chance. Share with any hit: about 2.6%.

no.	compound	Eya2 inh	TRPV1 agonist	p53 reactivation	B2AR arrestin	ELG1 genotox	ASM inhibitor	USP2a block	uPA surface inh	BRCA1 expr up	Integrin act MD	TSG101-PTAP inh
1	CC(C)(C)S(=O)N1Cc2cn(Cc3ccccc3)c(=O)cc2[C@H]1CCO (stereo partly drawn)	/	/	/	/	/	-1%	/	4%	16%	12%	2%
2	COc1ccc(/C=C/C(=O)C2CC2)cc1Cn1nc(C)c([N+](=O)[O-])c1C	3%	29	4%	-0.4%	5%	?	2%	-14%	-53%	-22%	-2%
3	C/C(=N/NS(=O)(=O)c1ccc(CC(C)C)cc1)c1ccncc1	-9%	9	-4%	-0.1%	-3%	-2%	6%	?	0%	-39%	0%
4	Nn1cnc2scc(-c3ccc(Cl)cc3)c2c1=O	-6%	-2	-14%	-0.4%	-11%	-1%	4%	?	-1%	27%	-7%
5	O=C1C2C3C=CC(C3)C2C(=O)N1c1nc2ccccc2s1 (stereo not drawn)	-2%	2	3%	-2.0%	0%	1%	7%	6%	19%	26%	0%
6	C/C(=N\NC(=O)c1n[nH]c2c1CCC2)c1cccs1	5%	0	-10%	-0.4%	?	1%	-1%	1%	?	1%	0%
7	Cc1c(C(=O)N2CCOCC2)oc2ccc(Br)cc12	22%	?	?	0.3%	10%	/	0%	-6%	105%	-2%	-4%
8	CCOC(=O)COc1c(OC)cc(Cl)cc1C1Nc2ccccc2C(=O)N1c1ccc(F)cc1 (stereo not drawn)	14%	-2	-2%	-0.9%	-2%	231%[activator]	-10%	5%	51%	7%	-6%
9	CS(=O)(=O)N(CC(=O)NCCSCc1ccccc1)c1ccccc1Br	-6%	-2	6%	0.0%	-4%	3%	2%	-4%	-4%	0%	-4%
10	CCCCN(CCCC)CCNC(=O)CN1C(=O)COc2ccc(S(=O)(=O)N3CCOCC3)cc21	1%	4	1%	9.2%	0%	7%	3%	0%	0%	-1%	-2%
11	CCOc1ccc(/C=N/NC(=O)c2cc(-c3cccn3C)n[nH]2)cc1	-4%	-2	-2%	-0.4%	1%	-4%	0%	-1%	-21%	-11%	-3%
12	COC(=O)c1cn(C(=O)OC)c2ccccc12	9%	4	2%	-0.4%	1%	0%	-1%	0%	3%	10%	-4%
13	CC(C)NC(=O)C(=O)NCCCOC(C)C	-12%	-4	4%	-0.4%	2%	0%	0%	-1%	33%	12%	-2%
14	O=C(NC(=S)Nc1cc([N+](=O)[O-])ccc1Cl)c1ccccc1	-2%	8	?	0.1%	?	-3%	0%	-3%	-46%	0%	0%
15	CCOC(=O)N1CCN(C(=O)C2CC(=O)N(c3ccc(C)cc3)C2)CC1 (stereo not drawn)	-4%	-6	1%	3.8%	1%	1%	0%	3%	-33%	11%	-2%
16	Cc1c(-c2ccc(F)cc2)nc(N)c(C#N)c1-c1ccco1	11%	-5	-27%	0.1%	1%	134%[activator]	3%	-4%	9%[1.84 µM]	-9%	7%
17	Fc1cccc(CN(C2=NCCN2)c2c(Cl)cccc2Cl)c1	-44%	-2	1%	0.0%	-19%	0%	1%	-30%	-6%	/	1%
18	COc1cc(C(=O)NCC2CCCO2)cc(Br)c1OCc1ccccc1 (stereo not drawn)	-14%	?	-5%	0.1%	-5%	-4%	1%	-1%	-35%	2%	-2%
19	Cn1c(/C(C#N)=N/O)nc2ccccc21	2%	-1	-1%	-0.7%	2%	0%	1%	1%	-98%[inhibitor]	19%	-1%
20	FC(F)Sc1ccc(NC(=S)NC2CCCC2)cc1	-27%	?	21%	0.5%	6%	0%	11%	-1%	51%	-36%	0%
21	O=C1CC2(CCCCC2)Oc2ccc(F)cc21	/	/	/	/	/	-4%	/	-2%	-18%	-6%	-5%
22	CN1C(=O)C(=O)/C(=C(/O)c2ccccc2)C1c1ccc([N+](=O)[O-])cc1 (stereo not drawn)	1%	2	5%	0.4%	0%	1%	2%	1%	0%	43%	-3%
23	Cc1cccc(C(=O)N2CCCC(N3CCN(c4ccccc4F)CC3)C2)n1 (stereo not drawn)	2%	-3	-6%	-0.2%	-1%	2%	1%	7%	-15%	20%	-1%
24	COc1ccc(Cl)cc1NC(=O)CN(C)C(=O)C1CCN(C(=O)Nc2ccccc2)CC1	-2%	7	-3%	0.1%	-3%	0%	0%	-6%	-1%	-8%	-1%
25	CC(=O)NCCn1c(SCC(=O)NCCC2=CCCCC2)nc2ccccc2c1=O	1%	2	-10%	0.4%	2%	0%	1%	-4%	1%[1.84 µM]	5%	-7%
26	OCC1(CCc2ccccc2)CCN(Cc2cc(Cl)ccc2O)CC1	-4%	5	2%	0.3%	1%	5%	0%	2%	5%	-11%	1%
27	CCC(=O)Nc1c(S(=O)(=O)c2ccc(C)cc2)c2nc3ccccc3nc2n1C(C)c1ccccc1 (stereo not drawn)	-6%	2	-16%	0.1%	-8%	/	1%	-3%	-47%	5%	-1%
28	CC(=O)Nc1ccc(/C=C/C(=O)c2ccccc2)cc1	9%	20	16µM*	-0.8%	16µM*	/	1%	/	/	/	/
29	O=C(Cn1cnc2ccccc2c1=O)Nc1ccc2c(c1)OCCO2	-12%	-1	?	0.4%	?	5%	1%	-5%	3.2µM*	?	-5%
30	CC(=O)Nc1ccc(NC2CCCCC2NS(=O)(=O)c2ccc(Cl)cc2)cc1 (stereo not drawn)	0%	-1	-8%	0.0%	-4%	-1%	0%	0%	-17%	-21%	-5%
31	O=C(CN1C(=O)c2ccccc2C1=O)OC(C(=O)c1ccc(Cl)cc1)c1ccccc1 (stereo not drawn)	-9%	8	-1%	-0.3%	-1%	-3%	-1%	/	-12%	-6%[7.66 µM]	2%
32	COc1ccc(-n2cnnc2SCC(=O)Nc2ccccc2F)cc1	4%	0	1%	-1.0%	1%	-4%	3%	-2%	-33%	14%	-5%
33	CC(=O)N(C)C(c1ccc(N(C)C)cc1)c1nnnn1-c1c(C)cccc1C (stereo not drawn)	3%	5	-2%	-0.6%	0%	4%	3%	5%	1%	0%	-3%
34	CC1CCCCC1NC(=O)CSc1nc2ccccc2c(=O)n1Cc1ccco1 (stereo not drawn)	2%	1	0%	-0.3%	0%	2%	1%	7%	-1%	0%	-3%
35	Cc1onc(-c2ccccc2)c1C(=O)N1CCN(S(=O)(=O)c2ccc(OC(F)(F)F)cc2)CC1	-6%	0	-3%	-0.1%	-2%	-6%	-3%	1%	-24%	-38%	-1%
36	Cc1nnc(SCC(=O)Nc2ccc(Br)cc2)n(N)c1=O	-8%	-4	-7%	0.2%	4%	-3%	4%	0%	-25%	-14%	1%
37	CC(C)(C)C(=O)NC(=S)Nc1sc2c(c1C#N)CCCCC2	-5%	-2	?	0.8%	13%	-3%	4%	2%	59%	-5%	-2%
38	O=C(CSc1nc2[nH]ncc2c(=O)[nH]1)Nc1ccccc1F	-1%	-1	10%	0.0%	5%	2%	0%	-2%	-3%	11%	0%
39	Cc1ccc(-n2cc(CN3CCN(C(=O)c4ncn[nH]4)CC3)c(-c3ccc(F)cc3)n2)cc1	-11%	-7	-4%	6.1%	-9%	0%	-11%	13%	12%	1%	0%
40	Cc1cccc(C)c1NC(=O)COC(=O)c1cc(S(=O)(=O)Nc2ccc(Cl)cc2)ccc1O	6%	/	11%	-0.9%	2%	3%	1%	4%	4%	/	-8%
41	CCCCCOCC1CC(C/C(C)=N/NC(N)=S)C(=O)O1 (stereo not drawn)	3%	-3	4%	?	-2%	4%	1%	2%	-24%	2%	-4%
42	COC(=O)/C(=C/c1cn(C(C)=O)c2ccccc12)[N+](=O)[O-]	2%	-2	1%	0.6%	-7%	1%	9%	-1%	-13%	-21%	-1%
43	CCCn1c(=S)[nH]c2cc(C(=O)N3CCN(C4CCCCC4)CC3)ccc2c1=O	1%	-1	0%	0.0%	-2%	1%	3%	2%	0%	-14%	-5%
